IDE cell activ: human IDE activators in live cells, primary screen, fluorescence polarization, HEK cells, FAbeta-B substrate. Insulin-degrading enzyme (Homo sapiens), P14735. FAbeta-B cleavage; 0% vehicle, 100% cell-free pure enzyme wells. activation, % at 5.96 µM. 340,000 compounds, 0.073% hits. AID 493087, 2011;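 active = activation above the mean of all tested compounds plus 3 SD, set per screening campaign, cut at about 17% in these data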
NALP1 inh: NALP1 inflammasome inhibitors in reconstituted yeast, colorimetric, S. cerevisiae, triplicate retest; inhibition, % at 10 µM; AID 2071, 2009; 280,000 compounds, 0.61% hits; S. cerevisiae NALP1/ASC/caspase-1 growth, X-gal OD620, 72 h; in the data active = inhibition mostly above about 24%, no sharp cut-off; inactive = mostly below about 32%; note: some compounds called inactive have numbers as strong as hits
IMP-1 inh: IMP-1 metallo-beta-lactamase inhibitors, primary screen, biochemical, epi-absorbance readout, Pseudomonas aeruginosa enzyme | 290,000 compounds, 0.45% hits | purified IMP-1, nitrocefin hydrolysis, epi-absorbance fluorescence | inhibition, % at 5.6 µM | AID 1556, 2009 | metallo-beta-lactamase IMP-1 (Pseudomonas aeruginosa);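 active = inhibition above the mean plus 3 SD of all compounds in the same screening run, cut at about 4.5% in these data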;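 note: 0% = IMP-1 with DMSO and 100% = DMSO wells lacking enzyme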
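System: purified IMP-1 / Input: IMP-1 dispensed at 0.2 nM / Medium: 50 mM HEPES pH 7.1, 50 µM ZnSO4, 0.05% Brij 35 / Timing: 15 min enzyme–compound preincubation, then 25 min nitrocefin reaction, 25 °C / Technique: plate fluorescence quenching by hydrolysis product, ex 480/em 530 nm / Repeats: singlicate testing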
VIM-2 inh: VIM-2 metallo-beta-lactamase inhibitors, primary screen, biochemical, epi-absorbance readout, Pseudomonas aeruginosa enzyme; inhibition, % at 5.6 µM; 290,000 compounds, 0.89% hits; purified VIM-2, nitrocefin hydrolysis, epi-absorbance fluorescence; AID 1527, 2009;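 active = inhibition above the mean of all tested compounds plus 3 SD, cutoff set per screening run, cut at about 7.5% in these data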;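 note: red hydrolysis product quenches plate fluorescence so inhibitors raise well fluorescence; 0% = enzyme with DMSO and 100% = DMSO without enzyme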
PfM18AAP inh: PfM18AAP inhibitors, malaria aminopeptidase, primary screen, biochemical, QFRET, recombinant enzyme; M18 aspartyl aminopeptidase (Plasmodium falciparum 3D7); H-Glu-NHMec fluorogenic cleavage; inhibition, % at 7.35 µM; 290,000 compounds, 1.2% hits; AID 1822, 2009;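 active = inhibition above the campaign mean inhibition over all tested compounds plus 3 SD, cut at about 28% in these data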;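 note: 0% = plate median of test compound wells and 100% = 2 mM ZnCl2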
PHOSPHO1 block: PubChem AID 1565 | Phosphoethanolamine/phosphocholine phosphatase (Homo sapiens), Q8TCT1 | recombinant PHOSPHO1, absorbance phosphatase assay | inhibition, % at 13.3 µM | 290,000 compounds, 1.1% hits; in the data active = inhibition above about 60%
GPR7 antagonist: GPR7 receptor antagonists, primary screen, cell-based, fluorescence, single concentration; GPR7-expressing cells, fluorescence antagonist assay; Neuropeptides B/W receptor type 1 (Homo sapiens), P48145; 290,000 compounds, 1.1% hits; inhibition, % at 4.4 µM; AID 1861, 2009; in the data active = inhibition above about 16%, passing the limit was not always enough;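 note: cells stimulated with the agonist NPW; 0% = agonist with vehicle and 100% = vehicle without agonist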
IDE inh: human IDE inhibitors in live cells, primary screen, fluorescence polarization, HEK cells, FAbetaB substrate. AID 434962, 2010. inhibition, % at 5.59 µM. 320,000 compounds, 0.41% hits. FAbetaB cleavage. Insulin-degrading enzyme (Homo sapiens), P14735;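 active = percent inhibition above the average of all tested compounds plus 3 SD, set per screening campaign, cut at about 16% in these data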;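 note: IDE supplied by intact live HEK cells; FP after avidin binding of uncleaved biotin substrate so inhibition keeps polarization high; 0% = DMSO wells and 100% = 60 µM reference IDE inhibitor Ii1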
p-CIP stab down: p/CIP-EGFP fusion destabilizers, primary screen, fluorescence, F442A cells | 16 h | decrease of EGFP signal, % at 10 µM | 290,000 compounds, 0.01% hits | AID 1984, 2009;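 active = EGFP signal decrease of at least 30% at 10 µM or well 3 SD below plate mean, unless failing retest; inactive = the rest, including hits failing retest or dose response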; note: some compounds called inactive have numbers as strong as hits; many of its hits are not listed in these tables
Target sequence (Q05BA5 1-1403): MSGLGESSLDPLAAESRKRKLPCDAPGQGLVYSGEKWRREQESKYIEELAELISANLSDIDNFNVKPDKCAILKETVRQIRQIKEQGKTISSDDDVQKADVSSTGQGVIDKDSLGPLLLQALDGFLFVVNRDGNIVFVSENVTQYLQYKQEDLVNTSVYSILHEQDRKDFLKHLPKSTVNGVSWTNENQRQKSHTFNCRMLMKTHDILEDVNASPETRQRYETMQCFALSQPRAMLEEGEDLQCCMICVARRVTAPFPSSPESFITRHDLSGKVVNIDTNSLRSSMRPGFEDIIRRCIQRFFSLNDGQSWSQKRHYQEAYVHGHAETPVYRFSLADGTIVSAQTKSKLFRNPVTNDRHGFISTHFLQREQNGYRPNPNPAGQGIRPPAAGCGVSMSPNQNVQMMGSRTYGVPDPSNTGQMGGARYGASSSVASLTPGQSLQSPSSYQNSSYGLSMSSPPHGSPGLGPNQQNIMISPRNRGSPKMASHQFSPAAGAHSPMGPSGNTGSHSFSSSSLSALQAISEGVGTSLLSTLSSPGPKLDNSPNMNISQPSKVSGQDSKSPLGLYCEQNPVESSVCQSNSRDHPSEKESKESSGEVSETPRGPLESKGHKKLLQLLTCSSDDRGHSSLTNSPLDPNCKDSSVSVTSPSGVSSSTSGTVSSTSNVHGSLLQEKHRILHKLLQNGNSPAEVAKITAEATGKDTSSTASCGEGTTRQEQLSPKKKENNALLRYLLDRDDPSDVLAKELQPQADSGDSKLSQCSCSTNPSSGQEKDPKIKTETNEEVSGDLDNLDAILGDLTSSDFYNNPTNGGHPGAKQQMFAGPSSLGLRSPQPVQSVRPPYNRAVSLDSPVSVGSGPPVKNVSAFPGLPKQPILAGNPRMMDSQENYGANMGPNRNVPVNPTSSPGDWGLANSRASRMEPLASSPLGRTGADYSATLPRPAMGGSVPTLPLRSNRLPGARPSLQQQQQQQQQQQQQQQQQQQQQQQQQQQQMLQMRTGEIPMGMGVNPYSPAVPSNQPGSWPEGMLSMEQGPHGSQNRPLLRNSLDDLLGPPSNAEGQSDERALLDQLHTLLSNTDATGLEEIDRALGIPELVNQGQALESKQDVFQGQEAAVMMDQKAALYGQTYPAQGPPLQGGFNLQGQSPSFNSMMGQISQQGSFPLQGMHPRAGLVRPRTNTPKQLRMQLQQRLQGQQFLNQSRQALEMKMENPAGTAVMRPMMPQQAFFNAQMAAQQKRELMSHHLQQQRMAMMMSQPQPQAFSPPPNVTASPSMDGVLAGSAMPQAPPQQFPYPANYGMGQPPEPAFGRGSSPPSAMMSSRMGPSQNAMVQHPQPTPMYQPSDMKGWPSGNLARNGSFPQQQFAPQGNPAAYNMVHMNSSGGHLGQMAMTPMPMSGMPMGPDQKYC
* = called active by the depositor; . = no result given.

SMILES | IDE cell activ | NALP1 inh | IMP-1 inh | VIM-2 inh | PfM18AAP inh | PHOSPHO1 block | GPR7 antagonist | IDE inh | p-CIP stab down
COCCSc1ccccc1C(=O)Nc1ccc(Br)cc1 | -6 | 3 | -2.0 | -2.3 | 3 | 23 | -8 | 13 | 0
COc1ccc(NC(=O)C2CCN(c3ncnc4c3nc3n4CCCCC3)CC2)c(OC)c1 | -3 | 17 | -1.9 | -2.3 | 2 | 26 | 6 | -4 | -6
COc1cccc(-n2nnc3c(=O)n(Cc4ccc(Br)cc4)cnc32)c1 | 6 | 18 | -1.1 | -1.4 | 2 | 16 | -9 | 2 | -9
CCCSc1nnc(NC(=O)c2nc(SC)ncc2Cl)s1 | 5 | 1 | -5.1 | -5.3 | -7 | 16 | -14 | 2 | -7
Cc1ccc(NC2CCCN(C(=O)c3cn4cccc(C)c4n3)C2)cc1C (stereo unspecified) | 0 | 4 | -2.5 | -0.2 | 8 | 3 | 7 | . | 0
O=C(c1ccc2c(c1)OCO2)C1CCCN(C(=O)NCc2ccccc2)C1 (stereo unspecified) | 1 | -9 | -2.4 | -2.0 | 3 | 46 | -6 | 5 | -15
COc1ccc(/C=C2\SC(=Nc3ccccc3OC)NC2=O)cc1 | 5 | 2 | -0.9 | 1.5 | 9 | 19 | 14 | 7 | 3
CC(=O)Nc1cccc(-c2csc(Nc3cc(C)ccn3)n2)c1 | 2 | 12 | -1.4 | -2.2 | -3 | -47 | 11 | 6 | -10
Cc1ccc2[nH]c(C(=O)N3CCN(C=O)CC3)cc2c1 | 0 | 14 | 0.3 | 1.9 | -13 | 14 | 1 | -1 | 4
CCO[C@H]1OC(C(=O)N2CCCCCCC2)=C[C@@H](c2ccccc2)[C@@H]1CCCO | 3 | -18 | -3.5 | -2.3 | 2 | 52 | -10 | 0 | -6

Only p-CIP stab down (2 entries from above):
SMILES | p-CIP stab down
CC(=O)Nc1cccc(-c2csc(Nc3cc(C)ccn3)n2)c1 | -10
Cc1ccc2[nH]c(C(=O)N3CCN(C=O)CC3)cc2c1 | 4

The results go on.
SMILES | IDE cell activ | NALP1 inh | IMP-1 inh | VIM-2 inh | PfM18AAP inh | PHOSPHO1 block | GPR7 antagonist | IDE inh | p-CIP stab down
S=C(Nc1cccc(Cl)c1)N1CCN(c2ccccn2)CC1 | 0 | 0 | 0.6 | -0.5 | -5 | 39 | -1 | 0 | 6
Cc1ccc(-n2nc(C)c3c(C)c(CCC(=O)NCCCOC(C)C)c(C)nc32)cc1 | 3 | 16 | -1.5 | -0.5 | -8 | 14 | -10 | . | -3
CN1/C(=C\C(=O)COC(=O)c2ccc(O)c(O)c2)C(C)(C)c2ccccc21 | . | 0 | -3.4 | -3.5 | 45* | -14 | 3 | -6 | -11
Cc1cccc(OCC(=O)O/N=C(\N)c2ccc(Cl)cc2)c1 | -4 | -10 | -1.9 | 0.3 | -14 | -17 | 22 | -2 | 3
COc1ccc(OCC(=O)NC(=S)NNC(=O)COc2ccc(Br)cc2Cl)cc1 | -2 | 0 | -1.5 | -0.9 | 25 | 17 | -6 | 6 | 8
C=CCN(C(=O)CNS(=O)(=O)c1ccccc1)C(C(=O)NCCOC)c1cccnc1 (stereo unspecified) | -2 | 4 | -3.2 | 0.1 | 8 | 24 | 0 | -2 | 3
CSc1nnc(C)c(=O)[nH]1 | -1 | 0 | 2.5 | -0.4 | -2 | 1 | -1 | 4 | 0
CN(CCCC1CCCC1)C(=O)CCc1nnc(-c2ccccc2)o1 | 1 | 3 | -1.3 | -4.5 | 6 | 6 | 3 | 1 | 5
Cc1n[nH]c(C)c1S(=O)(=O)Nc1ccc2c(c1)OCCO2 | 2 | 13 | -1.4 | -1.1 | -1 | 2 | 4 | 1 | -1
CCC(Oc1ccccc1)C(=O)Nc1ccccc1C(=O)N1CCOCC1 (stereo unspecified) | 2 | 4 | -4.7 | -3.2 | -8 | -26 | -13 | 6 | 7

Single entries from the results shown:
Cc1ccc(-n2nc(C)c3c(C)c(CCC(=O)NCCCOC(C)C)c(C)nc32)cc1 | IDE cell activ: 3
CSc1nnc(C)c(=O)[nH]1 | PfM18AAP inh: -2

Continuation.
SMILES | IDE cell activ | NALP1 inh | IMP-1 inh | VIM-2 inh | PfM18AAP inh | PHOSPHO1 block | GPR7 antagonist | IDE inh | p-CIP stab down
Cc1ccnc(NC(=O)CCCOc2cc(=O)n(C)c3ccccc23)c1 | 1 | 24 | -2.1 | 0.9 | -8 | 24 | -8 | 0 | -32
CCOCCCNC(=O)CC1Oc2ccc(C)cc2NC1=O (stereo unspecified) | -2 | . | -1.1 | -2.2 | 0 | 3 | -10 | 2 | -8
CCc1ccc(-c2cc(C)no2)cc1S(=O)(=O)N1CCN(c2cccc(C)c2C)CC1 | 7 | 12 | -1.1 | -0.8 | 2 | 24 | -9 | 0 | -2
COCCn1c(SCc2cnc(-c3ccccc3)s2)nnc1-c1ccncc1 | 8 | 8 | -2.9 | -1.0 | 2 | 39 | -6 | 3 | 10
COC(=O)c1ccccc1NC(=O)CN1CCCCC1 | 0 | 22 | -2.2 | -2.1 | 4 | 37 | -8 | 3 | 3
Cc1nn(Cc2c(F)c(F)c(F)c(F)c2F)c(C)c1NC(=O)c1ccc(COc2ccccc2Cl)o1 | -9 | 7 | -2.3 | -2.9 | 0 | 20 | -13 | 5 | -11
C/C(=N\NS(=O)(=O)c1ccc(C)cc1)c1ccc(C)o1 | 9 | 16 | -2.0 | -3.4 | 0 | 44 | -12 | 4 | -4
CCn1nc(C)cc1C(=O)N1CCCC(C(=O)c2ccc(Oc3ccccc3)cc2)C1 (stereo unspecified) | -8 | 2 | -3.0 | -2.9 | 2 | 14 | 0 | 7 | -9
COc1ccc(-c2ccc(SCC(=O)Nc3cccc(C(C)=O)c3)nn2)cc1OC | 3 | 14 | -1.2 | -1.2 | 0 | -32 | -3 | 2 | -23
NS(=O)(=O)c1ccc(CCNCC(=O)N2CCC(Cc3ccccc3)CC2)cc1 | -2 | 4 | 2.7 | -1.7 | -5 | 20 | 3 | -2 | -19
COc1ccc(-c2cc(=O)oc3cc(OC(C)C(=O)NCC4CCC(C(=O)O)CC4)ccc23)cc1 (stereo unspecified) | 3 | 29 | -2.9 | -0.1 | 2 | 29 | 0 | 0 | 1
CCCCNC(=S)NNC(=O)CCn1cc(C)cn1 | 1 | 17 | -3.7 | -2.0 | 9 | 7 | -8 | -3 | -13
Cc1ccc([N+](=O)[O-])cc1NC(=O)Cc1ccc(F)cc1 | 3 | -1 | -1.4 | -2.5 | -2 | -13 | -4 | -4 | 4
COc1cccc(NC(=O)CN(c2cccc(F)c2)S(C)(=O)=O)c1 | 4 | 1 | 1.7 | -1.2 | -7 | -32 | 8 | -2 | -10
COC(=O)c1nc2n(n1)C(c1ccc(OC)c(OC)c1)C(C(=O)OC1CCCCC1)=C(C)N2 (stereo unspecified) | 2 | 6 | -2.0 | -1.5 | -4 | 15 | -10 | -3 | 6
O=C(CCN1C(=O)c2ccccc2C1=O)NC(=S)Nc1cccc(Cl)c1 | 4 | -2 | -1.6 | -1.5 | 2 | -27 | 12 | 2 | -1
O=C(NNC(=O)c1ccco1)c1ccccc1 | -1 | 24 | -2.7 | -2.3 | -7 | -6 | -6 | -4 | -12
CCOC(=O)c1nnsc1N | 5 | -14 | -3.0 | -1.6 | 3 | 25 | -10 | 3 | -14
CCCC1Cc2nc(Cl)c(C#N)cc2CO1 (stereo unspecified) | . | 8 | -2.9 | -2.2 | -4 | 24 | 7 | 1 | 11
CN1CCN(C2=C(Cl)C(=O)N(CCc3ccccc3)C2=O)CC1 | -2 | 49 | -2.7 | -4.3 | 1 | -15 | -17 | -5 | -5
O=c1cc(CSc2ccccc2)[nH]c(=S)[nH]1 | 3 | -23 | -3.0 | -1.9 | 3 | -109 | -13 | -2 | -5
COc1ccc(C2CC(c3ccccc3)Nc3nc(NC(=O)c4ccco4)nn32)cc1 (stereo unspecified) | 1 | 14 | -1.9 | -3.1 | -2 | -8 | -2 | -1 | -15
CC1CCCC(C)N1C(=O)CSc1nc2c(c(=O)n(C)c(=O)n2C)n1C (stereo unspecified) | -2 | 1 | -0.8 | -0.7 | 11 | 12 | -13 | 8 | -13
COc1cccc2c1OC1(C)CC2N(C(=O)c2ccco2)C(=S)N1c1ccc(F)cc1 (stereo unspecified) | 5 | -5 | -2.9 | -0.4 | 3 | 42 | -21 | 6 | 2
O=C(Cn1c(CO)nc2ccccc21)NCc1ccc2c(c1)OCO2 | -3 | 11 | -3.4 | 1.1 | 8 | -13 | -4 | -2 | 0
Cc1cccc(/C=N/NC(=O)C2CCCNC2=O)c1 (stereo unspecified) | -1 | 18 | 0.4 | -4.2 | 9 | -11 | 0 | -3 | 1
C/C(=N/Nc1nc(C)cc(-c2ccccc2)n1)c1ccco1 | -7 | 3 | 0.1 | -2.6 | 13 | 20 | -8 | 1 | 0
O=C(c1cccnc1)N(Cc1ccccc1)c1ccccc1 | -8 | 15 | -1.3 | -3.2 | -1 | 33 | -12 | 4 | 0
O=C(Nc1nncs1)c1ccc(Br)c(S(=O)(=O)N2CCCC2)c1 | 5 | 19 | 2.0 | 1.1 | 2 | 29 | -6 | -2 | 12
CN(C(=O)COC(=O)c1cc(S(=O)(=O)N2CCCCC2)ccc1N1CCOCC1)C1CCS(=O)(=O)C1 (stereo unspecified) | 5 | . | -1.2 | -1.0 | 1 | 38 | -17 | 2 | 8
Cc1ccc(-n2c(Cc3cccs3)nnc2SCC(=O)Nc2ccc(S(N)(=O)=O)cc2)cc1 | 0 | -5 | -1.9 | -5.5 | -10 | 47 | 1 | -1 | 1
Cc1ccc(-c2nnn(CC(=O)N(CC(=O)NCC3CCCO3)c3ccc(F)c(Cl)c3)n2)o1 (stereo unspecified) | -6 | -6 | -3.2 | -2.6 | -4 | 9 | -2 | -1 | 0
CCOC(=O)c1sc2nc(C)nc(N3CCN(c4ncccn4)CC3)c2c1C | 3 | -1 | -0.8 | -0.3 | -2 | 51 | -8 | 3 | -8
CCn1c(SCC(=O)Nc2nc3ccccc3s2)nnc1-c1ccc(OC)cc1 | 1 | 16 | -7.5 | -1.8 | 9 | 5 | -7 | 0 | -4
COc1ccc2cc(C#N)c(NC(C)C)nc2c1 | 3 | . | -3.8 | -2.9 | 0 | 6 | 6 | 1 | -6
O=C(COC(=O)c1cccc(S(=O)(=O)N2CCN(c3ccccc3)CC2)c1)NCc1ccco1 | -2 | 11 | -3.6 | -1.7 | -3 | 22 | -4 | 2 | -1
CCOC(=O)c1c(-c2ccccc2)nc2c(C)cccn12 | 6 | 4 | -3.6 | -0.6 | 5 | 46 | -17 | 3 | -1
O=C1N/C(=N/N=C/c2ccc(F)cc2)SC1c1ccccc1 (stereo unspecified) | . | . | -5.6 | -4.4 | 2 | 13 | -1 | 3 | -10

Compound activity: PubChem, several laboratories
